# a7 integrin act – integrin-mediated muscular dystrophy alleviation activation; Potency, µM (highest dose often 38.3 µM), without a hit: top-dose activation, hits mostly activators; alpha7betagal myoblasts, beta-gal FDG fluorescence, 48 h; 350,000 compounds, 0.064% hits;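 note: potency is the fitted concentration of half-maximal effect; 100% = response of the positive control SU9516; nearly all actives have a fitted effect of over 60% in size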
#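 Alpha7betagal+/- myoblasts (passage 13) were plated 16-24 hr, then exposed to compounds (1:260 dilution of DMSO stock) for 48 hours at 37C. After MPER lysis, β-galactosidase reporter activity was read as FDG fluorescence (ex 480/em 540) after 30 minutes.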
# Eya2 phos inh – Eya2 (human) phosphatase inhibition; O00167; recombinant Eya2, OMFP fluorescence dephosphorylation (OMFP is methylfluorescein phosphate); Potency, µM (titrated, usually from 76.9 µM), for the others: top-dose activity, negative = inhibition, most hits filed as inhibitors; 330,000 compounds, 0.006% hits; note: potency is the fitted concentration of half-maximal effect; % is set by controls: 0 for no effect and ±100 for the full control effect
# Target sequence (O00167 whole entry, looked up): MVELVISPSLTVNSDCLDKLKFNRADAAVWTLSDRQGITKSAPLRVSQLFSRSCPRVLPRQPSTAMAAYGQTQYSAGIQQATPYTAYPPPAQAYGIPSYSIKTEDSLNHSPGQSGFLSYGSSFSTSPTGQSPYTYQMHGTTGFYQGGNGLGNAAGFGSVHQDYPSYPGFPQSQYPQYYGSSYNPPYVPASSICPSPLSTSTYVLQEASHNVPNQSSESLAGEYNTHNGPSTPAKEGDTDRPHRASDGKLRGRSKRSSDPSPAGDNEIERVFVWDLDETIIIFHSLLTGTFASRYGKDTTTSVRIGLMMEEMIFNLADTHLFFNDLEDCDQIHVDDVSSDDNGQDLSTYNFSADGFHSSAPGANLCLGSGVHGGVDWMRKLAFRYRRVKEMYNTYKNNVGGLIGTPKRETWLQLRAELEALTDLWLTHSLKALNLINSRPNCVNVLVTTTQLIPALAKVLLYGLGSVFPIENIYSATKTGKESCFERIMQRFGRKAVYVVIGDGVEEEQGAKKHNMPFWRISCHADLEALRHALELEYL
#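 Eya2 (0.2 uM) preincubated 10 min at ambient with compound, then OMFP substrate added at 50 uM; 10 min reaction in 50 mM HEPES pH 7.5, 50 mM NaCl, 5 uM MgCl2, 0.05% BSA, 1 mM DTT. Fluorescence read at Ex 485/Em 525 nm.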
# USP2a inh – blocks human ubiquitin-specific protease USP2a; USP2 core, Ub-CHOP2 coupled fluorogenic reporter, 485/531; 330,000 compounds, 0.01% hits; AID 463254; Potency, µM (highest dose often 38.3 µM), for inactives: top-dose activity change, negative = inhibition, hits mostly inhibitors;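 note: potency is the fitted concentration of half-maximal effect; plate controls were DMSO wells for no effect and full inhibition by NEM control for full effect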
#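 Deubiquitinase activity read as fluorescence (485/531 nm) after Ub-CHOP2 cleavage activates the enterokinase reporter on its substrate; USP2 core 10nM, Ub-CHOP2 and substrate 25nM each, 30min compound preincubation then 60min RT; data normalized to NEM, curves fitted.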
# uPA surface inh – cell surface uPA generation inhibition | cell surface uPA generation assay, qHTS | AID 540303 | Potency, µM (highest dose often 38.3 µM), for inactives: at the top dose activity change, negative = inhibition, usual class: inhibitors | 330,000 compounds, 0.31% hits; active = well fitted inhibition curve with a large enough effect; inconclusive = small, poorly fitted or top-dose-only effect; inactive = no such curve, though single readings can be large or run the other way; tested in mouse RAW 264.7 cells; note: potency is the fitted concentration of half-maximal effect; % is set by controls: 0 for no effect and ±100 for the full control effect; nearly all actives have a fitted effect of over 55% in size
# TRPV1 ag – agonists of human vanilloid receptor 1 (TRPV1). Q8NER1. 320,000 compounds, 0.19% hits. TRPV1-expressing cells, Fluo-8 calcium influx, agonist mode. activation, % at 8.33 µM. AID 540275; in the data active = activation above about 80%; inconclusive = between about 30% and that limit; note: 0% is about no effect
#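 TRPV1-expressing cells were cultured overnight at 35.5C and loaded with Fluo-8 calcium dye for 40 to 90 min at room temperature. After a 10 s baseline, compound was added and calcium influx was read kinetically for 3 min (ex 480/em 520 nm).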
# TSG101-PTAP inh – blocks PTAP/TSG101 interaction to inhibit HIV-1 budding | Q99816 | Potency, µM (titrated, usually from 115 µM), inactives show at the top dose activity change, negative = inhibition, most hits filed as inhibitors | 340,000 tested, under 10 active | Fluorescence polarization, FITC-PTAP peptide / Tsg101 binding; active = well fitted inhibition curve with a large enough effect in the main read-out, with a control signal flat, not every such curve was filed as active; inconclusive = small, poorly fitted or top-dose-only effect, or effect the other way, or a change in a side signal; inactive = no such curve, though single readings can be large or run the other way; note: potency is the fitted concentration of half-maximal effect; % of control where 0% means no effect
# Target sequence (Q99816 whole entry, looked up): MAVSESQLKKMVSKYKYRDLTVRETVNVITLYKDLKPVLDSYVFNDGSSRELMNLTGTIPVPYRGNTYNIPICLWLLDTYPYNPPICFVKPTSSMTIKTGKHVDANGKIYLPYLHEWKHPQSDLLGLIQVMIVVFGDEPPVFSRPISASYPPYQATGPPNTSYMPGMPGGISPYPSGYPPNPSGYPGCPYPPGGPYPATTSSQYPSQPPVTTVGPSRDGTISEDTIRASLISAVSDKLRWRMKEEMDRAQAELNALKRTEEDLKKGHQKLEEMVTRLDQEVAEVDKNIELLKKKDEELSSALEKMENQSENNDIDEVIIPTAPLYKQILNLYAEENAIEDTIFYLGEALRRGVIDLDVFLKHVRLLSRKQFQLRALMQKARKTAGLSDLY
#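 Fluorescence polarization binding of Tsg101 binding domain (10 uM final) to FITC-labeled PTAP peptide (50 nM final) in HEPES pH 7.5 buffer with NaCl, Tween 20, EDTA, TCEP. Compounds added before peptide; binding 20 min at RT.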
# B2AR arrestin – agonists driving beta-arrestin recruitment to human beta2-adrenergic receptor. P07550. beta-arrestin recruitment to beta2AR, cell-based reporter. Potency, µM (series often up to 46.1 µM), for inactives: at the top dose activation, actives largely listed as activators. 330,000 compounds, 0.02% hits. AID 492947;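 note: potency is the fitted concentration of half-maximal effect; 0% = DMSO controls and full agonism = EC100 isoproterenol or metaproterenol; nearly all actives have a fitted effect of over 65% in size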
# p53 reactivation – mutant p53 re-activation in reporter cells; Potency, µM (series often up to 92.2 µM), without a hit: at the top dose activity change, positive = activation, most hits filed as activators; 320,000 compounds, 0.063% hits; AID 504706; H1299 p53-A138V BP100-luciferase reporter, luminescence, 24 h; note: potency is the fitted concentration of half-maximal effect; % of control where 0% means no effect; nearly all actives have a fitted effect of over 45% in size
#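 p53-null H1299 cells stably carrying temperature-sensitive p53-A138V and a BP100-luciferase reporter were pinned with compounds (4-point, 1:5 series) and held 24 hrs at 37 deg C. Luminescence was read 10 min after detection reagent.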
# ELG1 genotoxic – inducers of genotoxicity in HEK293T ELG1-luciferase cells; Potency, µM (titrated, usually from 46 µM), inactives show at the top dose activity change, positive = activation, most hits filed as activators; AID 504466; HEK293T ELG1-luciferase reporter, luminescence, 16 h; 330,000 compounds, 1.3% hits; note: potency is the fitted concentration of half-maximal effect; % of control where 0% means no effect; nearly all actives have a fitted effect of over 60% in size
#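 DMSO vehicle served as control against compound-treated ELG1-luciferase HEK293T cells; exposure lasted 16 hr at 37 °C and 5% CO2, followed by ONE-Glo luminescence detection after 30 min.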
# BRCA1 expr up – increases BRCA1 expression; Potency, µM (top dose mostly 46.1 µM), without a hit: top-dose activation, actives largely listed as activators; 380,000 compounds, 1.1% hits; MCF7-BRCA1-FFLuc reporter, luminescence, 48 h; response scale: scaled: vehicle 0%, 10 µM genistein 100%; note: potency is the fitted concentration of half-maximal effect; nearly all actives have a fitted effect of over 80% in size; some results filed as inactive show a strong effect at the top dose
#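 MCF7-BRCA1-FFLuc, 2000 cells/well; 2 h attach, 37 °C/5% CO2; compound 48 h; luciferase substrate 15 min; luminescence end-point. Norm. to genistein 10 microM max activation and DMSO; concentration-response curves fitted.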
# S-ASM inh – inhibitors of human secretory acid sphingomyelinase; AID 504937; placental ASM, HMU-PC fluorogenic substrate, 60 min; Potency, µM (series often up to 57.5 µM), inactives show at the highest dose activity change, negative = inhibition, actives largely listed as inhibitors; P17405; 340,000 compounds, 0.006% hits; note: potency is the fitted concentration of half-maximal effect
#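 Human placenta-derived ASM preincubated with compound 10 min at room temperature, then reacted with 9 uM (final) fluorogenic HMU-PC substrate for 60 min at 37 C. Stop solution raises pH to 10; fluorescence read at Ex 386/Em 447 nm.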
# The depositor's hits bear a star; ? = inconclusive; nt = no result given; [ ] = another dose, or the depositor's remark. Unless noted, calls come from the whole dose curve; as a rule, active = well fitted curve in the direction sought with a large enough effect; inconclusive = small, poorly fitted or top-dose-only effect, or another doubt; inactive = no such curve, though single readings can be large; an effect the other way counts as inactive or inconclusive.
SMILES,a7 integrin act,Eya2 phos inh,USP2a inh,uPA surface inh,TRPV1 ag,TSG101-PTAP inh,B2AR arrestin,p53 reactivation,ELG1 genotoxic,BRCA1 expr up,S-ASM inh
O=C(O)c1cccc(CSc2ncn[nH]2)c1,-4%,-17%,-5%,-10%,2,-4%,-0.1%,4%,-1%,6%,2%
Cn1c(=O)c(C(=O)Nc2ncccn2)c(O)c2ccccc21,-7%,-2%,0%,-5%,0,-3%,0.2%,24%,?,12%,1%
COc1ccc(OC)c(C2/C(=C(\O)c3ccc4c(c3)OCCO4)C(=O)C(=O)N2CC2CCCO2)c1 (stereo not given),-14%,-3%,2%,-1%,0,-4%,-0.3%,-5%,8%,-1%,-3%
CC(=O)c1sc(NC(=O)COc2ccc(Cl)cc2C)nc1C,25%,6%,0%,0%,0,1%,-1.0%,3%,5%,1%,5%
O=C(CCCCN1CCCCC1)c1ccccc1,1%,nt,nt,2%,nt,1%,nt,nt,nt,-5%,2%
COc1ccc(CN2C(=O)c3ccccc3C2C(=O)NC2CCCC(C)C2C)c(OC)c1 (stereo not given),-10%,-22%,-6%,-4%,21,-3%,0.3%,1%,12%,-22%,1%
COc1ccc2oc(=O)c(/C(C)=N/NC(=O)c3ccncc3)cc2c1,2%,-8%,2%,-5%,10,-2%,-1.0%,-11%,-1%,-14%,27%
O=C(Cn1ncc(Cl)c(Cl)c1=O)N1CCN(Cc2ccccc2)CC1,-53%[inhibitor],-3%,2%,11µM*,-4,-2%,-0.1%,-8%,-26%,-80%[inhibitor],5%
CSCCOC(=O)C1=C(C)Nc2ccc(C)cc2S1,7%,-21%,-4%,-1%,-2,0%,-0.1%,10%,7%,-13%,-12%
O=C(N=C1SC2CS(=O)(=O)CC2N1c1ccc(Cl)cc1Cl)C1CC1 (stereo not given),5%,-2%,3%,2%,1,-4%,-1.0%,4%,-1%,-2%,-3%
COc1cc(/C=C/C(=O)OCC(=O)Nc2ccc(S(N)(=O)=O)cc2)ccc1O,-3%,-3%,1%,3%,1,-1%,0.4%,-4%,1%,-4%,1%
CC[C@@]12C(=O)N(c3cccc(F)c3)C(=O)N1[C@H](c1ccc(Br)cc1)[C@@H]1C(=O)N(C(C)(C)C)C(=O)[C@@H]12,19%,-19%,0%,2%,24,-8%,0.0%,-5%,1%,-12%,0%
Cc1c(CCC(C)C)c(-n2ccnc2C)n2c(nc3ccccc32)c1C#N,-13%,4%,1%,-1%,5,-9%,-0.4%,2%,-1%,-11%,4%
Cc1ccc(-c2nnn(CC(=O)N3CCCc4ccccc43)n2)cc1,-17%,-13%,-2%,0%,1,-6%,-0.7%,-4%,0%,1%,-6%
Cc1ccc(C(=O)NNC(=O)c2cccc(Br)c2)cc1,3%,-5%,2%,0%,18,-1%,0.1%,nt,4%,84%,5%
COc1ccc(S(=O)(=O)N2CCN(c3ccccc3)CC2)cc1OC,5%,nt,nt,-10%,nt,-1%,nt,nt,nt,0%,5%
Clc1ccc(Cn2ncc3c(NCCN4CCOCC4)ncnc32)cc1,1%,10%,-1%,-7%,0,-8%,-0.3%,-6%,0%,-21%,0%
O=C(NCCCN1CCOCC1)c1ccc(Sc2ccc(Br)cc2)c([N+](=O)[O-])c1,-8%,-2%,0%,6%,14,-2%,2.0%,8%,-2%,-15%,2%
C(=N\Nc1nc2ccccc2[nH]1)/c1ccccc1,36%,-3%,1%,-7%,24,2%,0.2%,-1%,?,?,-1%
CCOC(=O)c1nc(NCc2ccccc2F)c2ccccc2n1,12%,?,8%,0%,11,-1%,0.1%,-2%,-6%,-13%,0%
CC(C)N1CCc2c(sc(NC(=O)c3ccc(C(=O)c4ccccc4)cc3)c2C(N)=O)C1,-54%[inhibitor],-4%,-7%,-2%,3,3%,-0.4%,-6%,-18%,-30%,-8%
N#CCc1c(C#N)c(N)nc(N2CCCC2)c1C#N,-40%,nt,nt,?,nt,-1%,nt,nt,nt,-6%,-1%
C=C(C)c1cccc(C(C)(C)NC(=O)Nc2ccc(C)cn2)c1,-20%,-10%,-3%,1%,28,-1%,-0.7%,?,0%,-23%,-9%
Cc1ccc(-n2cc(CN3CCN(Cc4nccn4C)CC3)c(-c3ccc(F)cc3)n2)cc1,-27%,-3%,-11%,-2%,3,-2%,0.8%,2%,-5%,-2%,3%
Cc1ccccc1CSCc1ccc(C(=O)NCCCN2CCOCC2)o1,0%,-2%,1%,0%,20,-1%,0.4%,4%,2%,0%,3%
CCN(CC)S(=O)(=O)c1ccc(C(=O)OCCNC(=O)c2cccnc2)cc1,6%,1%,3%,1%,3,-5%,2.9%,7%,1%,6%,4%
CCC(C)c1c(O)nc(SCC(=O)N2CCCCC2)[nH]c1=O (stereo not given),13%,-19%,1%,5%,3,0%,-0.6%,1%,5%,-17%,3%
CC(NC(=O)CSc1ncccn1)c1ccc(Cl)cc1Cl (stereo not given),37%,-1%,-2%,1%,3,-5%,0.1%,0%,0%,37%,-1%
COc1ccc(OC)c(/C=C2\Oc3cc(OCC(=O)N4CC(O)C[C@H]4C(=O)O)ccc3C2=O)c1 (stereo not given in full),13%,9%,-3%,5%,10,3%,0.0%,14%,-1%,-13%,14%
CCCCN(C(=O)Cc1ccc2c(c1)OCCO2)c1c(N)n(CC(C)C)c(=O)[nH]c1=O,10%,20%,0%,-4%,1,-1%,0.0%,-2%,0%,-7%,-1%
COc1cccc(C(=O)Nc2nc(-c3ccccc3)c(-c3ccccc3)o2)c1,0%,0%,-1%,-15%,10,-6%,-0.7%,1%,-4%,-36%,-3%
COc1ccc(-c2cc3ncc(-c4ccccc4)c(N)n3n2)cc1,?,1%,-7%,-11%,5,-1%,-0.3%,4%,?,97%,2%
Cc1cc(/C=C(\C#N)C(=O)NCc2ccco2)c(C)n1-c1cccnc1,17%,1%,0%,1%,2,0%,-0.5%,8%,?,66%,18%
O=C(CNc1ccccc1Cl)N/N=C1\CCCc2ccccc21,27%,3%,-1%,-1%,-2,-5%,-0.5%,1%,7%,-7%,-2%
COc1ccc(S(=O)(=O)N(C)CC(=O)Nc2ccc(F)cc2)cc1,-15%,nt,nt,1%,3,-6%,nt,nt,nt,-9%,0%
Cc1cc(Nc2ccc3ccccc3c2)n2ncnc2n1,-2%,5%,-5%,-4%,0,2%,0.6%,23%,16%,-45%,-1%
O=C1c2cccc3cccc(c23)C(=O)N1CC1CCN(S(=O)(=O)c2ccccc2)CC1,-1%,nt,nt,-1%,nt,-4%,nt,nt,nt,-3%,-2%
Cc1ccc(CN2CCC(CNS(=O)(=O)c3ccc(-c4ccc(=O)[nH]n4)s3)CC2)cc1,-13%,0%,-1%,-5%,-3,-2%,-0.9%,11%,0%,0%,2%
O=C(CNC(=O)c1cc(=O)[nH]c2ccc(S(=O)(=O)N3CCOCC3)cc12)Nc1ccc(F)c(F)c1,0%,nt,nt,-19%,nt,?,nt,nt,nt,9%,10%
CC(=O)c1ccc(NC(=O)CSc2nc(C3CC3)nc3ccccc23)cc1,29%,-7%,0%,5%,1,0%,0.4%,-4%,-8%,-29%,0%
Brc1ccc(Nc2c3c(nc4ncnn24)CCC3)cc1,-8%,-8%,6%,nt,0,-3%,0.0%,-12%,-1%,-78%,-5%
Cc1c([N+](=O)[O-])c(N)nn1C,-2%,15%,2%,8%,1,-2%,0.0%,-4%,-2%,0%,-3%
COc1ccc(Nc2nc(C)cc(C)c2C(N)=O)cc1OC,-12%,5%,0%,-2%,2,-4%,0.4%,6%,0%,-4%,3%
CC(=C\c1ccco1)/C=C(\C#N)C(=O)NCCc1c[nH]c2ccccc12,6%,-2%,1%,2%,9,-1%,-0.2%,3%,5%,-1%,-12%
Nc1ccc2nc(-c3ccc(-c4nc5ccc(N)cc5[nH]4)cc3)[nH]c2c1,-25%,9%,-30%,8%,0,-3%,-0.4%,5%,-5%,15%,226%[activator]
C=Cc1ncc(OC)c2c1[nH]c1ccccc12,-62%[inhibitor],-5%,1%,?,-2,-1%,-0.8%,0%,8%,-86%,57%[activator]

# Screening results: PubChem BioAssay, National Center for Advancing Translational Sciences (NCATS)

# Hits appear at their usual frequency (roughly 2.6% active in at least one column).
